# Source: PubChem (Vanderbilt High Throughput Screening Facility)
# AMPAR-TARP mod: GluA2-stargazin AMPA receptor complex modulation; calls only at 30 µM; O88602+P19491; actives 3.5% (n = 40,000); HEK293 GluA2+stargazin, membrane potential dye (FDSS), glutamate EC50; hits were called plate by plate, in both directions; AID 1259245;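 active means any of four per-well response measures lying three or more SD from its plate-wide compound average, in either direction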
# AMPAR-TARP mod agonism max-min: recorded beside AMPAR-TARP mod, whose call it bears; compound max-min signal; compound-alone response (agonism);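 unitless range of fluorescence divided by baseline over first 100 seconds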
# AMPAR-TARP mod glutamate slope: also measured in AMPAR-TARP mod; calls as there; glutamate slope, % of max; measured here: glutamate response slope, % max;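 scaled per plate between vehicle wells and maximal 1 mM glutamate control wells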
# An asterisk follows results filed as active; i = inactive; + = active, no number. Some of the compounds tested; the hit share may differ from the screen's.
cpd | molecule | AMPAR-TARP mod | AMPAR-TARP mod agonism max-min | AMPAR-TARP mod glutamate slope
1 | O=C(COc1ccccc1)N(CCN1CCOCC1)c1nc2ccc(Cl)cc2s1 | i | 0.035 | 50
2 | COc1ccc(C)c2sc(N(CCN3CCOCC3)C(=O)Cc3ccccc3)nc12 | i | 0.12 | 59
3 | COc1ccccc1Cn1c(N)c(C(=O)NCc2cccs2)c2nc3ccccc3nc21 | i | 0.12 | 47
4 | CCOCCCn1c(N)c(C(=O)OC(C)CC)c2nc3ccccc3nc21 (stereo not drawn) | i | 0.13 | 52
5 | Clc1cc(Cl)cc(C2CNCCO2)c1 (stereo not drawn) | i | 0.06 | 31
6 | CCCCn1c(N)c(C(=O)NCCCOC(C)C)c2nc3ccccc3nc21 | i | 0.095 | 46
7 | Cc1ccc2sc(N(CCN3CCOCC3)C(=O)COc3ccccc3)nc2c1C | i | 0.13 | 70
8 | NCCCN1CCN(c2ccccc2)CC1 | i | 0.064 | 7
9 | C#CC1(OCC(O)CNC2CCCC2)CCCCC1 (stereo not drawn) | i | 0.052 | 50
10 | O=C1NC(=O)C(CCc2ccncc2)(Cc2cccc(Cl)c2Cl)C(=O)N1c1ccccc1F (stereo not drawn) | i | 0.053 | 5
11 | CCOCCCNC(=O)c1c(N)n(Cc2ccco2)c2nc3ccccc3nc12 | i | 0.16 | 59
12 | NCC1(c2ccc(F)cc2)CC1 | i | 0.043 | 65
13 | COc1ccc(OC)c(Nc2nc(CC(=O)N3CCN(Cc4ccc5c(c4)OCO5)CC3)cs2)c1 | i | 0.18 | 57
14 | COc1ccc(NC2(C#N)CCCCC2)cc1 | + | 0.055* | -1.7*
15 | O=C(NCc1ccc(F)cc1)NCC1CCN(C(=O)Oc2ccccc2)CC1 | i | 0.049 | 35
16 | NS(=O)(=O)c1ccc(CCNC(=O)c2cc3cccnc3n(Cc3ccccc3)c2=O)cc1 | i | 0.045 | 45
17 | COc1ccc(C2(CN)CCCC2)cc1 | i | 0.047 | 50
18 | ClC12CCCCC1C(c1ccccc1)NCC2 (stereo not drawn) | i | 0.058 | 58
19 | O=C(Cc1csc(Nc2ccccc2)n1)N1CCN(Cc2ccccc2)CC1 | i | 0.091 | 56

# Exported with one line to a screen: five of the compounds above
(6) CCCCn1c(N)c(C(=O)NCCCOC(C)C)c2nc3ccccc3nc21
(13) COc1ccc(OC)c(Nc2nc(CC(=O)N3CCN(Cc4ccc5c(c4)OCO5)CC3)cs2)c1
(10) O=C1NC(=O)C(CCc2ccncc2)(Cc2cccc(Cl)c2Cl)C(=O)N1c1ccccc1F (stereo not drawn)
(5) Clc1cc(Cl)cc(C2CNCCO2)c1 (stereo not drawn)
(14) COc1ccc(NC2(C#N)CCCCC2)cc1
Screen / compound no.,6,13,10,5,14
AMPAR-TARP mod,i,i,i,i,+
AMPAR-TARP mod agonism max-min,0.095,0.18,0.053,0.06,0.055*
AMPAR-TARP mod glutamate slope,46,57,5,31,-1.7*

# Compound profiles, from the list above:
# Results for NCC1(c2ccc(F)cc2)CC1 : AMPAR-TARP mod: i; AMPAR-TARP mod agonism max-min: 0.043; AMPAR-TARP mod glutamate slope: 65
# Results for CCCCn1c(N)c(C(=O)NCCCOC(C)C)c2nc3ccccc3nc21 : AMPAR-TARP mod: i; AMPAR-TARP mod agonism max-min: 0.095; AMPAR-TARP mod glutamate slope: 46
